GDH-TPI inh = counter-screen for M. tuberculosis FBA inhibitors: GDH-TPI coupled enzymes | GDH-TPI coupled enzyme counterscreen, NADH absorbance | inhibition, % at 4.8 µM | 360,000 compounds, 1.2% hits;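 note: 0% = DMSO wells and 100% = wells lacking the enzyme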
MazF activator = activators of E. coli MazEF toxin-antitoxin RNase; 350,000 compounds, 0.32% hits; FAM/BHQ RNA-DNA oligo cleavage fluorescence, 5 h; activation, % at 20 µM; in the data active = activation above about 50%
Target sequence (P0AE70 whole entry, looked up): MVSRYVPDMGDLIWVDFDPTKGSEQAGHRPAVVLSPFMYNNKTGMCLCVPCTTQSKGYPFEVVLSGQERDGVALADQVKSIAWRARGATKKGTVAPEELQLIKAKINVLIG
Rv3671c protease = Rv3671c (M. tuberculosis) protease inhibition; AID 2606; 320,000 compounds, 0.048% hits; inhibition, % at 5.96 µM; P9WHR9; in the data active = inhibition above about 38%;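 note: extracellular domain of Rv3671c used as enzyme; 0% = enzyme with DMSO and 100% = no enzyme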
Target sequence (P9WHR9 whole entry, looked up, the tested form may be a part): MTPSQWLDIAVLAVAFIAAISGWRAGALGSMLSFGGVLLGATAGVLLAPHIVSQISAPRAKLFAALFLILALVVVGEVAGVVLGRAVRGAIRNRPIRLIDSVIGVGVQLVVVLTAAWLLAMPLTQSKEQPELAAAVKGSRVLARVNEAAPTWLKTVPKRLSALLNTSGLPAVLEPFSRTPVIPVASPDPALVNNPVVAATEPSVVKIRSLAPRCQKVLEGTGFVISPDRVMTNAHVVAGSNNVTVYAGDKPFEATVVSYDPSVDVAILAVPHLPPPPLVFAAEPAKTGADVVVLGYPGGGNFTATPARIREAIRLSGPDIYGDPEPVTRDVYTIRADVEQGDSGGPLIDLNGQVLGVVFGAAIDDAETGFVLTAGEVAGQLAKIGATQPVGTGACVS
CCHF vOTU inh = blocks the CCHF virus ovarian tumor domain protease; inhibition, % at 11.5 µM; 370,000 compounds, 0.55% hits; CCHFV vOTU protease, Pep-AMC fluorescence; note: 0% = vehicle wells with enzyme and 100% = no enzyme wells
FadD28 binding = inhibitors of Mycobacterium tuberculosis FadD28 bisubstrate binding | FadD28 bisubstrate probe binding, fluorescence polarization | inhibition, % at 12.5 µM | 360,000 compounds, 0.22% hits | AID 588549; in the data active = inhibition above about 8.5%, passing the limit was not always enough; inconclusive = no clear call, values can overlap the other calls
FBA Mtb inh = inhibitors of M. tuberculosis fructose-bisphosphate aldolase | purified M. tuberculosis FBA, fluorescence read-out | 360,000 compounds, 2.3% hits | AID 588726 | inhibition, % at 1 µM; in the data active = inhibition above about 27%;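 note: 0% = vehicle and 100% = reference inhibitor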
Mtb UGM inh = Mtb UDP-galactopyranose mutase inhibition. P9WIQ1. purified UGM, fluorescence polarization probe displacement. inhibition, % at 10 µM. 320,000 compounds, 0.06% hits. AID 504406; in the data active = inhibition above about 10%, passing the limit was not always enough; inconclusive = no clear call, values can overlap the other calls
Target sequence (P9WIQ1 whole entry, looked up): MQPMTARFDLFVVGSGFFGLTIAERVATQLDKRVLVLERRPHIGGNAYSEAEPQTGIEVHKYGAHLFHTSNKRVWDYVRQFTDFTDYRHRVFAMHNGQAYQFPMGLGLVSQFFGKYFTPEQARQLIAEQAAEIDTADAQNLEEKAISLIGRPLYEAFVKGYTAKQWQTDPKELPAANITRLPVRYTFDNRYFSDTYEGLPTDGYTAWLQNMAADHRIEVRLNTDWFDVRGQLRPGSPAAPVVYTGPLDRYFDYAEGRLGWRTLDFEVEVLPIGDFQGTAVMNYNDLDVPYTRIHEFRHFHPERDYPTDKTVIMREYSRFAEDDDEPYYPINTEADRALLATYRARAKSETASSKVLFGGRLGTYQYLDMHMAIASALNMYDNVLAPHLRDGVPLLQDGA
BoNT-F LC inh = inhibitors of Botulinum neurotoxin F light chain protease; Multiplex microsphere protease cleavage assay, flow cytometry; inhibition, % at 10 µM; 360,000 compounds, 0.22% hits; in the data active = inhibition above about 35%, passing the limit was not always enough; inconclusive = no clear call, values can overlap the other calls; note: plate controls were buffer without enzyme for full effect and enzyme alone for no effect
Mtb BioA inh = blocks M. tuberculosis BioA enzyme activity. purified M. tuberculosis BioA enzyme, plate reader. inhibition, % at 9.99 µM. 360,000 compounds, 0.096% hits. AID 602481; in the data active = inhibition above about 40%; inconclusive = no clear call, values can overlap the other calls
VHR inh abs = DUSP3 (human) phosphatase inhibition; P51452; recombinant VHR phosphatase, pNPP absorbance; inhibition, % at 13.3 µM; 290,000 compounds, 0.52% hits; AID 1654; in the data active = inhibition above about 50%; note: some compounds called inactive have numbers as strong as hits
* = called active by the depositor; u = inconclusive; x = not tested or not shown. Cut-off read from the data, not from the text of the source, unless noted: active = inhibition above about 30%; inactive = the rest.

SMILES	GDH-TPI inh	MazF activator	Rv3671c protease	CCHF vOTU inh	FadD28 binding	FBA Mtb inh	Mtb UGM inh	BoNT-F LC inh	Mtb BioA inh	VHR inh abs
O=C(COC(=O)c1cccc([N+](=O)[O-])c1)NNC(=O)c1cccs1	-7	7	-4	1	-0.1	2	1.0	4	1.0	x
CCOC(=O)c1c(-c2cccc([N+](=O)[O-])c2)csc1NC(=O)CCCOc1ccccc1OC	0	0	x	12	-3.9	2	x	0	x	22
CCOC(=O)[C@H]1[C@H]2COc3ccc(Cl)cc3[C@@H]2N2C(=O)CN(Cc3ccc(F)cc3)C(=O)[C@@]12C	1	2	0	1	-4.5	2	0.4	-10	-0.6	x
O=C(NNC(=S)NC(=O)c1ccccc1)c1cccc([N+](=O)[O-])c1	8	14	-2	6	-3.1	-1	2.2	-6	-0.5	2
O=c1c2ccccc2nc2n1CCc1c-2[nH]c2ccccc12	24	5	-2	-4	0.3	7	-0.6	-11	0.7	x
COCCn1c(=NC(=O)CCS(=O)(=O)c2ccccc2)sc2cc(C)ccc21	2	-5	-5	-6	-3.7	0	1.7	-1	0.4	-14
O=C(Nc1cccc(C(F)(F)F)c1)N1CCN(C(=O)Nc2cccc(C(F)(F)F)c2)CC1	-8	-1	-1	10	1.9	-1	-1.8	-3	0.8	31
Cc1noc(C)c1S(=O)(=O)N1CCCC(C(=O)Nc2nccs2)C1 (configuration not stated)	-6	8	0	-8	-2.9	1	0.7	-2	1.3	0
Cc1ccc(S(=O)(=O)N2CCCCC2)cc1NC(=S)NC(=O)c1ccco1	24	5	8	0	-1.0	0	1.2	-5	-1.9	26
O=C(NC(=S)NCCc1ccc(Cl)cc1)c1ccco1	-10	6	-7	8	-4.1	1	1.4	1	x	7
COc1ccc(NS(=O)(=O)c2ccc(NC(=O)c3ccc(N(C)S(C)(=O)=O)cc3)cc2)cc1	-7	9	-36	6	-11	-3	6.7	6	0.6	14
O=C(OCC(=O)c1ccccc1Br)c1ccncc1	1	6	-4	8	-4.5	-2	3.4	3	-0.6	15
O=C(/C=C/c1cccc([N+](=O)[O-])c1)N(c1ccccn1)c1ccccn1	13	8	2	-8	-1.0	1	-0.6	x	x	17
COc1ccc(NC(=O)CSCC(=O)N(C)CC(=O)Nc2ccc(Cl)c(C(F)(F)F)c2)cc1	1	1	-3	-1	-4.7	1	-1.0	-16	3.3	x
CCOC(=O)C1(Cc2cccc(F)c2)CCN(Cc2nc(CC)[nH]c2C)CC1	6	9	6	-10	-2.3	25	-0.7	-98	-0.1	0
O=C1/C(=C\c2ccncc2)N2CCC1CC2	4	-21	6	-17	-0.3	2	-2.6	-35	-1.2	9
COc1cc2c(c(OC)c1OC)C(c1ccc(C)cc1)CC(=O)O2 (configuration not stated)	7	0	x	1	-0.6	-1	x	0	-1.1	x
O=C(CC[C@H]1O[C@@H](n2cnc3c(NC(=O)c4ccccc4)ncnc32)[C@H](O)[C@@H]1O)NCCCN1CCCC1=O	x	x	x	-4	-1.7	-2	x	-4	2.0	x
O=C(NC1CCCCC1)c1ccc(-c2ccccc2F)o1	4	6	-37	2	0.0	2	-3.5	-10	-0.9	x
CCOc1ccc(Br)cc1/C=N/NC(=O)c1ccncc1	21	-5	8	1	-5.6	-1	1.0	1	4.3	-4
COC(=O)C1(c2ccccc2)NC(c2cccs2)C2C(=O)N(C)C(=O)C21 (configuration not stated)	-1	-1	-3	-9	-2.6	7	6.1	-9	2.6	29
Cc1nc2ccccc2c(=O)n1/N=C/c1c(O)ccc2ccccc12	-2	12	14	-10	0.5	3	0.9	-3	x	16
Cc1ccccc1CN(c1ccc(C(=O)N2CCN(C)CC2)cc1)S(C)(=O)=O	8	6	-9	2	-1.1	5	-1.3	-8	-1.5	x
Cn1c(COc2ccccc2)nnc1SCC(=O)NCc1ccccc1	-4	2	4	-2	-4.8	-4	0.9	-1	x	12
O=C(COc1ccccc1/C=C\c1nc(O)c([N+](=O)[O-])c(=O)[nH]1)Nc1ccccc1	21	0	x	5	-1.0	0	x	-1	x	-7
COc1ccc(C(NC(=O)C2CCN(CCOc3ccc(Cl)cc3Cl)CC2)c2ccccc2C)cn1 (configuration not stated)	1	x	x	3	-3.0	-2	x	-3	-2.1	x
COc1ccc(N2CCN(C(=O)C(Cc3ccccc3)NC(=O)c3ccccc3)CC2)cc1 (configuration not stated)	2	-3	x	3	-1.0	3	x	-6	2.1	x
CCCc1nc2oc3c(NCCN(C)C)ncnc3c2c2c1CCCC2	6	9	-1	-3	-7.8	22	-4.1	-8	2.2	10
CC(=O)c1c(C)[nH]c(C(=O)COC(=O)c2cc(C)oc2C)c1C	-4	-26	5	-3	-4.7	-3	1.4	-4	-5.8	x
O=C(NC1CCCC1)C(c1ccccn1)N(Cc1ccccc1F)C(=O)c1csnn1 (configuration not stated)	-5	1	-9	-7	0.1	1	0.1	-4	-0.8	26
Cc1ccc(C(=O)NNC(=O)C2CCN(c3nc(C)cc(C)n3)CC2)cc1	5	-2	21	-4	0.5	14	-1.0	-6	-1.2	34
N#C/C(C(=O)c1ccccc1)=C1/CCCN1	9	7	-7	-1	0.7	1	1.1	-1	0.3	8
Cn1c(=O)c2c([nH]c(=S)n2Cc2ccc(Cl)cc2)n(C)c1=O	9	6	-4	6	-2.5	0	-5.3	25	2.5	-4
COc1ccc(Cl)cc1/C=C/c1ccc2cccc(O)c2n1	14	1	-9	-8	0.0	0	-3.2	1	x	-2
COc1ccc(NC(=O)c2cc(C)cc(C)c2)cc1[N+](=O)[O-]	7	6	3	8	-2.1	3	-6.7	-13	-1.9	25
CO/N=C/NC(=O)c1c(OC)ccnc1Oc1ccc(Cl)cc1	-15	2	0	-18	-4.1	2	0.1	2	1.0	10
CCN(CC(=O)N1CCOCC1)S(=O)(=O)c1ccc2ccccc2c1	-3	0	x	1	-0.2	-1	-2.0	u	0.9	19
CCOC(=O)C1(S(=O)(=O)c2ccccc2)CCN(Cc2ccc(Cl)cc2)CC1	-1	0	-11	4	-4.5	0	1.3	-14	-0.2	6
CC(C)N1CCN(Cc2cn[nH]c2C2CCCCC2)CC1CCO (configuration not stated)	-4	3	-6	12	-1.7	3	-1.2	1	x	44
CCOC(=O)C1CCCCN1Cc1cccc(Oc2ccccc2)c1 (configuration not stated)	10	-33	-3	12	1.9	0	0.3	u	1.4	-10
COc1ccc(NC(=O)C2CCN(S(=O)(=O)c3c(C)noc3C)CC2)cc1OC	10	7	8	1	1.1	1	1.8	2	3.1	2
Cc1cc(C)n(-c2nc3ccccc3[nH]c2=O)n1	28	-1	2	-2	-0.9	21	1.2	4	-2.0	0
O=[N+]([O-])c1cnccc1NC1CCCCC1	12	7	-3	-2	-0.5	-1	-1.1	-6	x	x
Cc1ccccc1NC(=O)Cc1nc(COC(=O)c2ccc(NC(N)=O)cc2)cs1	-3	-5	-34	10	-5.2	-1	2.3	4	-1.6	x
O=C(CC1C(=O)NCCN1Cc1ccc(F)cc1)NCCOc1cccnc1 (configuration not stated)	1	3	1	0	-0.2	2	3.7	-2	x	7
Cc1nn(C)c(C)c1S(=O)(=O)N1CCc2ccccc21	12	4	4	4	-0.4	6	-0.4	-6	-0.3	32
COCCn1c(SCC(=O)NC2CC2)nnc1-c1ccco1	-5	8	-2	-3	-3.8	-3	0.2	-1	-0.1	36
Cc1ccc(C(=O)COC(=O)CCC(=O)NC2CCCCC2)cc1C	7	-1	1	9	-3.3	0	-0.2	x	-0.3	33
COc1ccc(C2NC(=O)c3ccccc3O2)c(OC)c1OC (configuration not stated)	4	6	3	-10	-0.2	9	1.6	-8	0.5	-4
CCOc1cc(C2c3c(oc4ccccc4c3=O)C(=O)N2c2nccs2)ccc1O (configuration not stated)	12	8	1	3	-0.5	-1	2.8	-2	x	10
COc1ccc(CNC(=O)C/C(C)=N/NC(=O)COc2ccc(Br)cc2)cc1	2	0	2	4	-4.9	-4	-1.4	2	-0.4	22
COc1cc2c(cc1OC)C1CCN3C(=O)CCC3N1CC2 (configuration not stated)	9	-2	x	-6	-1.3	5	x	0	x	x
CSc1ccccc1NC(=O)CN(C)CC(=O)NCc1ccccc1	9	-1	-9	8	-0.6	2	1.4	12	x	6
Cc1cc(-c2ccccc2)nc(Oc2cccc(C(F)(F)F)c2)c1S(C)(=O)=O	0	-13	-7	14	-3.7	4	0.6	-18	-0.5	10
COc1ccc(C)cc1NC(=O)CSc1nc2ccccc2nc1N1CC(C)OC(C)C1 (configuration not stated)	-2	-13	0	-6	-3.5	0	-2.6	-3	-1.5	9
Cn1nc(CC(=O)NC2CCCCCC2)c2ccccc2c1=O	3	8	0	-7	0.4	-1	-0.5	0	1.1	21
CC(=O)CS(=O)(=O)c1ccc(Oc2ccc(S(=O)(=O)CC(C)=O)cc2)cc1	11	10	-31	18	-2.3	0	0.2	-20	-0.2	20
COCCNc1nc(Nc2ccc(C#N)cc2)c2sccc2n1	27	x	x	-1	-1.0	3	x	-2	-0.3	x
Cc1c(N=C2SC(CC(=O)Nc3ccccc3)C(=O)N2CCN2CCOCC2)c(=O)n(-c2ccccc2)n1C (configuration not stated)	6	-6	-4	-8	-2.6	4	2.2	2	x	3
CC1CCC(NC(=O)C2CCN(c3cnccn3)CC2)CC1 (configuration not stated)	5	1	1	-1	-4.6	3	-3.1	4	x	23
Continuation.
SMILES	GDH-TPI inh	MazF activator	Rv3671c protease	CCHF vOTU inh	FadD28 binding	FBA Mtb inh	Mtb UGM inh	BoNT-F LC inh	Mtb BioA inh	VHR inh abs
O=C(COC(=O)/C=C/c1cccc(Cl)c1Cl)Nc1ccc2[nH]c(=O)[nH]c2c1	5	-1	-19	-1	1.0	3	-1.7	2	-3.6	x
Cc1ccc(N(C(=O)c2csnn2)C(C(=O)NC2CCCCC2)c2cccnc2)cc1C (configuration not stated)	5	-20	-11	-8	0.5	1	1.8	18	-2.8	30
O=C(Cc1cc(C(=O)O)c2ccccc2n1)Nc1ccccc1	14	-7	-14	11	-1.7	6	-1.6	0	-3.5	-15
CCCC1=Nc2cc(C(=O)NCCN3CCCC3)ccc2Sc2ccccc21	1	21	-3	15	-7.1	-1	-2.5	-2	-4.3	14
COc1ccc(Cl)cc1NC(=O)CN1CCc2ccccc2C1	17	5	0	15	-3.3	-1	-1.0	u	-1.6	-8
O=C(CCCN1CCOCC1)c1ccc2c(c1)OCCO2	-8	-2	0	-4	-4.5	-3	0.3	-3	-2.0	8
COc1cccc(Cl)c1NC(=O)N1CCN(c2cc(C)nc3ccccc23)CC1	11	9	4	-2	-0.9	4	0.2	-2	-4.3	45
N#Cc1ccccc1OCC(=O)OCC(=O)NC1CCCCC1	5	1	x	4	0.2	0	x	x	0.0	x
Brc1ccc(Oc2ncc(CN3CCN(c4ccccc4)CC3)s2)cc1	9	-1	9	11	2.8	0	1.7	14	-0.2	20
Nc1cc(=O)n(Cc2ccccc2)c(=O)n1-c1ccc(F)cc1	-3	-9	-1	-9	1.2	0	-2.7	u	x	33
COCc1cc(C)nc(Nc2ccc(C)cc2C)c1C#N	2	7	2	1	1.5	-2	1.6	-11	-0.8	2
COc1ccc(C(=O)N2CCC2(C)C(=O)NC(C)C)cc1OC (configuration not stated)	5	x	x	2	-1.2	0	x	6	-0.5	x

2 of the compounds above, with each value named.
Brc1ccc(Oc2ncc(CN3CCN(c4ccccc4)CC3)s2)cc1
  GDH-TPI inh = 9	MazF activator = -1	Rv3671c protease = 9	CCHF vOTU inh = 11	FadD28 binding = 2.8	FBA Mtb inh = 0	Mtb UGM inh = 1.7	BoNT-F LC inh = 14	Mtb BioA inh = -0.2	VHR inh abs = 20

Nc1cc(=O)n(Cc2ccccc2)c(=O)n1-c1ccc(F)cc1
  GDH-TPI inh = -3	MazF activator = -9	Rv3671c protease = -1	CCHF vOTU inh = -9	FadD28 binding = 1.2	FBA Mtb inh = 0	Mtb UGM inh = -2.7	BoNT-F LC inh = u	Mtb BioA inh = x	VHR inh abs = 33

Source: PubChem BioAssay (several laboratories)
